HP1b binding inh = HTS for Inhibitors of HP1-beta Chromodomain Interactions with Methylated Histone Tails; AID 540317, 2011; AlphaScreen HP1-beta / biotin-H3K9me3 peptide binding; Potency, µM (series often up to 114 µM), for the others: top-dose activity change, negative = inhibition, usual class: inhibitors; 390,000 compounds, 0.56% hits; further: potency means the concentration at half of the fitted maximal effect; nearly all actives have a fitted effect of over 70% in size; inactives centre near 23
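Compound inhibition of the preformed complex between 50 nM HP1-beta and 50 nM biotinylated H3K9me3 peptide was read by AlphaScreen. Buffer was PBS pH 7.4 with 0.01% Tween-20. Incubations ran 30 min at room temperature, with 10 ug/mL donor/acceptor beads.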
G9a block = qHTS Assay for Inhibitors of Histone Lysine Methyltransferase G9a | Histone-lysine N-methyltransferase EHMT2 (Homo sapiens), Q96KQ7 | G9a H3K9 monomethylation, AlphaScreen, 2 h | Potency, µM (top dose mostly 102 µM), inactives show top-dose activity, negative = inhibition, usual class: inhibitors | 350,000 compounds, 8.8% hits | AID 504332, 2011; further: potency means the concentration at half of the fitted maximal effect; on the % scale 0 is the no-effect control and ±100 the full control effect; nearly all actives have a fitted effect of over 75% in size
Target sequence (Q96KQ7 913-1193 limits assumed): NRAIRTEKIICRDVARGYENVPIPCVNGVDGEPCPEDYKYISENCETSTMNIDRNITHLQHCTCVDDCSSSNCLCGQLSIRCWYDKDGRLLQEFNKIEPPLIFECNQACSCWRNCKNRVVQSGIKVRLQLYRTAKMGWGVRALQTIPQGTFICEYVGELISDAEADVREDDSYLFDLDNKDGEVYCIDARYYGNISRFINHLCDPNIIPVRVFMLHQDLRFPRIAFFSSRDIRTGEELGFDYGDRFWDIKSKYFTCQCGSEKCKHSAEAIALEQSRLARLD
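Step 1: enzyme (final 20 nM) with compound, 15 min RT. Step 2: substrate peptide 500 nM and SAM 20 uM, 2 h RT. Step 3: anti-H3K9me1 antibody and AlphaScreen beads, 10 min, then plate read.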
PGK inhibitor = qHTS Assay to Find Inhibitors of Phosphoglycerate Kinase | Phosphoglycerate kinase, glycosomal (Trypanosoma brucei brucei), P07378 | PGK/GAPDH coupled, Kinase-Glo luminescence, 60 min | Potency, µM (top dose mostly 57.5 µM), for inactives: top-dose activity change, negative = inhibition, hits mostly inhibitors | 380,000 compounds, 0.043% hits | AID 602233, 2012; further: potency means the concentration at half of the fitted maximal effect; on the % scale 0 is the no-effect control and ±100 the full control effect; nearly all actives have a fitted effect of over 60% in size
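Luminescent ATP detection (Kinase-Glo Plus) follows a 60-minute room-temperature incubation, with wells lacking PGK as controls. Buffer: 100 mM TEA (pH 7.6), 5 mM MgCl2, 0.01% Tween-20. Coupling enzyme GAPDH (100 nM final) supplies unstable 1,3-BPG in-well.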
GLS inhibitor = qHTS for Inhibitors of Glutaminase (GLS) | 410,000 compounds, 0.21% hits | AID 624170, 2012 | Glutaminase kidney isoform, mitochondrial (Homo sapiens), O94925 | GLS enzymatic activity, qHTS titration | Potency, µM (highest dose often 45.5 µM), for inactives: at the highest dose activity change, negative = inhibition, hits mostly inhibitors; further: potency means the concentration at half of the fitted maximal effect; on the % scale 0 is the no-effect control and ±100 the full control effect
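Two-point fluorescence kinetic (t0, 30 min RT) for hKGA; glutamate detected via glutamate oxidase–HRP–Amplex Red. Substrate: 1 mM L-glutamine solution; buffer 45 mM KH2PO4, pH 8.2.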
JMJD2A Tudor = qHTS Assay for Inhibitors of JMJD2A-Tudor Domain | Lysine-specific demethylase 4A (Homo sapiens), O75164 | AlphaScreen JMJD2A-Tudor / H3K4me3 peptide binding | Potency, µM (top dose mostly 114 µM), inactives show at the top dose activity change, negative = inhibition, most hits filed as inhibitors | 390,000 compounds, 4.4% hits | AID 504339, 2011; further: potency means the concentration at half of the fitted maximal effect; on the % scale 0 is the no-effect control and ±100 the full control effect; nearly all actives have a fitted effect of over 50% in size
BAZ2B block = qHTS Assay for Inhibitors of BAZ2B | Bromodomain adjacent to zinc finger domain protein 2B (Homo sapiens), Q9UIF8 | AlphaScreen BAZ2B-H3K14Ac peptide displacement | AID 504333, 2011 | 360,000 compounds, 4.4% hits | Potency, µM (highest dose often 114 µM), inactives show at the highest dose activity change, negative = inhibition, usual class: inhibitors; further: potency means the concentration at half of the fitted maximal effect; on the % scale 0 is the no-effect control and ±100 the full control effect; nearly all actives have a fitted effect of over 60% in size
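AlphaScreen displacement: compounds (up to 110uM) incubated 30 min at room temperature with a preformed 50 nM BAZ2B/50 nM biotinylated H3K14Ac peptide complex in PBS pH 7.4 with Tween-20. Donor and acceptor beads at 10 ug/mL final added, 20 min light-protected before reading.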
Pol eta inh = qHTS for Inhibitors of Polymerase Eta; DNA polymerase eta (Homo sapiens), Q9Y253; recombinant Pol eta, fluorescent DNA replication assay; Potency, µM (highest dose often 114 µM), for inactives: at the highest dose activity change, negative = inhibition, hits mostly inhibitors; 390,000 compounds, 1.2% hits; AID 588591, 2011; further: potency means the concentration at half of the fitted maximal effect; on the % scale 0 is the no-effect control and ±100 the full control effect
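Pol eta at 10 nM preincubated with compounds 15 min at room temperature; reaction started with fluorescent substrate (50 nM final) and read kinetically at 0 and 10 min.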
PI4K2A inh = qHTS for small molecular inhibitors of PI4K2A; activity change, negative = inhibition, % at 76.9 µM; 420,000 compounds, 0.13% hits; purified PI4K2A, ADP-Glo luminescence, 1 h; stronger effect = lower value; in the data active means activity change below about -50%; inconclusive means mostly about -30% to -49%;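 further: -100% = wells without enzyme as full effect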
Target sequence (Q9BTU6 whole entry, looked up): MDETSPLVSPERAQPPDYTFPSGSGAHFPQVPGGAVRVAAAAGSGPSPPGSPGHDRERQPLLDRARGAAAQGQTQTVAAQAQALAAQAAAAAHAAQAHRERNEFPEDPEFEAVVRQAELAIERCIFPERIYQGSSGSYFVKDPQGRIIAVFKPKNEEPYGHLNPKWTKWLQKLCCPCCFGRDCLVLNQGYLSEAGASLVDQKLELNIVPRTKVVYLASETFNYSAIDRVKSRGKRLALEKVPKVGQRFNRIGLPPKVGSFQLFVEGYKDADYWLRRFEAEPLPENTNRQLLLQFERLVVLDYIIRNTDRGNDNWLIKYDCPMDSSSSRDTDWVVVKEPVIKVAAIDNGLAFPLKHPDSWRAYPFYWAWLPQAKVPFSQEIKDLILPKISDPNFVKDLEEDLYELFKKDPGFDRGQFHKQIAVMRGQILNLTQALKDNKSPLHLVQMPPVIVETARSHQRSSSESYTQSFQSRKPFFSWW
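In this quantitative HTS, ADP production by PI4K2A was quantified luminescently after 1 h at ambient temperature; 100 microM adenosine served as plate-quality control.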
Pin1 inh = qHTS Assay to Find Inhibitors of Pin1 | Pin1 FP peptide displacement, HiFluor488, 10 min | Peptidyl-prolyl cis-trans isomerase NIMA-interacting 1 (Homo sapiens), Q13526 | 390,000 compounds, 0.009% hits | Potency, µM (top dose mostly 115 µM), for the others: top-dose activity, negative = inhibition, most hits filed as inhibitors; active means well fitted inhibition curve with a large enough effect in the polarisation, with a control signal flat, not every such curve was filed as active; inconclusive means small, poorly fitted or top-dose-only effect, or effect the other way, or a change in a side signal; inactive means no such curve, though single readings can be large or run the other way; the % refers to the polarisation; further: potency means the concentration at half of the fitted maximal effect; on the % scale 0 is the no-effect control and ±100 the full control effect
Target sequence (Q13526 whole entry, looked up): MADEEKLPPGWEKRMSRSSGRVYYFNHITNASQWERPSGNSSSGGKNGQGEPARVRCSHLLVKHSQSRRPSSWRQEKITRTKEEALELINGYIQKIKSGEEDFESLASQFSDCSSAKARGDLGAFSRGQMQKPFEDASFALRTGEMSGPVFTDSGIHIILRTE
* hit, by the source's call; & = joins results of further samples; [ ] = remark or other dose. Unless noted, the call rests on the fitted dose curve; in most records, active means well fitted curve in the direction sought with a large enough effect; inconclusive means small, poorly fitted or top-dose-only effect, or another doubt; inactive means no such curve, though single readings can be large; an effect the other way counts as inactive or inconclusive.

Results for O=C(Nc1ccc(OCc2cc(=O)n3c4c(sc3n2)CCCC4)cc1)c1ccccc1 ?
HP1b binding inh: 32%; G9a block: 10%[59 µM]; PGK inhibitor: -2%; GLS inhibitor: 6%; JMJD2A Tudor: 9%; BAZ2B block: 4%; Pol eta inh: 1%; PI4K2A inh: 0; Pin1 inh: -5%

How did COc1ccc(-c2nc(-c3cccc([N+](=O)[O-])c3O)cc(=O)o2)cc1OC do in these assays?
HP1b binding inh: 21%; G9a block: 14%; PGK inhibitor: -9%; GLS inhibitor: -1%; JMJD2A Tudor: -22%; BAZ2B block: -5%; Pol eta inh: -8%; PI4K2A inh: -1; Pin1 inh: inconclusive

Results for CN1CCN(CC(=O)Nc2ccc(Cl)cc2Cl)CC1 ?
HP1b binding inh: -2%; G9a block: -5%[59 µM]; GLS inhibitor: 0%; JMJD2A Tudor: -10%; BAZ2B block: 1%; Pol eta inh: 5%; PI4K2A inh: 2; Pin1 inh: -5%

Results for CC(C)Cn1c(N)c(C(=O)COC(=O)C2CCCCC2)c(=O)n(C)c1=O ?
HP1b binding inh: -9%; G9a block: inconclusive; PGK inhibitor: inactive; GLS inhibitor: 28%; JMJD2A Tudor: 25µM*; BAZ2B block: 1%; Pol eta inh: -14%; PI4K2A inh: -6; Pin1 inh: 1%

What do the screens show for `CN(C)S(=O)(=O)c1ccc(C(=O)Nc2ccccc2C(=O)O)cc1`?
HP1b binding inh: 17%; G9a block: inconclusive; PGK inhibitor: 0%; GLS inhibitor: 3%; JMJD2A Tudor: -18%; BAZ2B block: -2%; Pol eta inh: -7%; PI4K2A inh: 2; Pin1 inh: -4%

What do the screens show for `CCOc1ccccc1NC(=O)CSc1nc2cc(O)ccc2c(=O)n1-c1ccc(OC)c(OC)c1`?
HP1b binding inh: 22%; G9a block: 4%; PGK inhibitor: 0%; GLS inhibitor: 4%; JMJD2A Tudor: 2%; BAZ2B block: -14%; Pol eta inh: -9%; PI4K2A inh: 2; Pin1 inh: 33%[activator]

How did CCOc1ccccc1CN1CCN(C/C=C/c2ccc(OC)cc2)CC1CCO (stereo not drawn) do in these assays?
HP1b binding inh: 11%[57 µM]; G9a block: -2%; PGK inhibitor: -4%; GLS inhibitor: 1%; JMJD2A Tudor: -18%; BAZ2B block: -32%; Pol eta inh: -13%; PI4K2A inh: 51; Pin1 inh: 1%

How did CCOC(=O)c1cn(CC(=O)Nc2cccc(Cl)c2)nn1 do in these assays?
HP1b binding inh: 26%; G9a block: inconclusive; PGK inhibitor: -2%; GLS inhibitor: 2%; JMJD2A Tudor: -9%; BAZ2B block: -27%; Pol eta inh: -1%; PI4K2A inh: -1; Pin1 inh: 2%

How did FC(F)Oc1ccc(NC(=S)NC23CC4CC(CC(C4)C2)C3)cc1 do in these assays?
HP1b binding inh: 17%; G9a block: -10%; PGK inhibitor: -6%; GLS inhibitor: -29%; JMJD2A Tudor: -16%; BAZ2B block: inconclusive; Pol eta inh: -14%; PI4K2A inh: 1; Pin1 inh: 2%

What do the screens show for `Cc1ccc(N2CC(C(=O)NCCS(=O)(=O)N3CCN(c4ccccc4)CC3)CC2=O)cc1` (stereo not drawn)?
HP1b binding inh: 59%[activator]; G9a block: 5%[59 µM]; PGK inhibitor: -1%&0%; GLS inhibitor: -11%&-5%; JMJD2A Tudor: -32%&-12%; BAZ2B block: -14%&0%; Pol eta inh: -16%&3%; PI4K2A inh: 7&-1; Pin1 inh: -7%&-13%

How did CC(=O)c1ccccc1OCC(O)CN1CCN(CCN2C(=O)c3cccc4cccc(c34)C2=O)CC1 (stereo not drawn) do in these assays?
HP1b binding inh: 17%; G9a block: 23%[12.7 µM]; PGK inhibitor: 2%; GLS inhibitor: -6%; JMJD2A Tudor: -27%; BAZ2B block: -29%; Pol eta inh: -1%; PI4K2A inh: 1; Pin1 inh: 3%

How did OC1(Cc2ccn[nH]2)CCCCC1 do in these assays?
HP1b binding inh: 26%; G9a block: 8%; PGK inhibitor: -6%; GLS inhibitor: 7%; JMJD2A Tudor: -6%; BAZ2B block: 7%; Pol eta inh: 5%; PI4K2A inh: -6; Pin1 inh: -17%

Results for O=C(Nc1ccc(Cl)cc1F)C1CCCN(C2=NS(=O)(=O)c3ccccc32)C1 (stereo not drawn) ?
HP1b binding inh: 22%; G9a block: 50µM*; PGK inhibitor: 6%; GLS inhibitor: 4%; JMJD2A Tudor: -18%; BAZ2B block: 13%; Pol eta inh: -12%; PI4K2A inh: 0; Pin1 inh: -2%

How did CCC1CN(C(=O)NCc2ccc(C)cc2)c2cc(Cl)ccc2O1 (stereo not drawn) do in these assays?
HP1b binding inh: 73%&37%[activator]; G9a block: 53%[activator]; PGK inhibitor: 6%&3%; GLS inhibitor: -1%&3%; JMJD2A Tudor: 39%&-11%[activator]; BAZ2B block: 7%&14%; Pol eta inh: -20%&-5%; PI4K2A inh: -2&-2; Pin1 inh: 14%&7%

What do the screens show for `O=C(Cn1c(CO)nc2ccccc21)Nc1ccc2c(c1)OCCCO2`?
HP1b binding inh: 24%; G9a block: 20%[12.7 µM]; PGK inhibitor: -8%; GLS inhibitor: -2%; JMJD2A Tudor: -7%; BAZ2B block: 3%; Pol eta inh: -7%; PI4K2A inh: -3; Pin1 inh: -6%

Results for CC(C)OC(=O)Nc1ccc2c(c1)N(C(=O)CCN(C)C)c1ccccc1CC2 ?
HP1b binding inh: 50%[activator]; PGK inhibitor: -10%; GLS inhibitor: -1%; JMJD2A Tudor: -14%; BAZ2B block: inconclusive; Pol eta inh: -3%; PI4K2A inh: -1; Pin1 inh: -3%

Results for CCn1c(SCC(=O)N2CCCC2)nc2c(c1=O)SC(C)C2 (stereo not drawn) ?
HP1b binding inh: 41%[activator]; G9a block: 4%; PGK inhibitor: inactive; GLS inhibitor: 0%; JMJD2A Tudor: -1%; BAZ2B block: -3%; Pol eta inh: -15%; PI4K2A inh: 1; Pin1 inh: 1%

What do the screens show for `Cc1cc2ccccc2n2c(SCC(=O)N3CCOCC3)nnc12`?
HP1b binding inh: 13%; G9a block: 1%; PGK inhibitor: -3%; GLS inhibitor: -7%; JMJD2A Tudor: -8%; BAZ2B block: -15%; Pol eta inh: -4%; PI4K2A inh: 1; Pin1 inh: -3%

Results for COc1ccc(NC(=O)c2cccc(-n3cnnn3)c2)cc1 ?
HP1b binding inh: 24%; G9a block: 12%; PGK inhibitor: -8%; GLS inhibitor: 0%; JMJD2A Tudor: -10%; BAZ2B block: -3%; Pol eta inh: -11%; PI4K2A inh: 7; Pin1 inh: 0%

How did N#CCn1c(Cc2ccccc2)nc2ccccc2c1=O do in these assays?
HP1b binding inh: 32%; G9a block: 29%[59 µM]; PGK inhibitor: -26%; GLS inhibitor: -10%; JMJD2A Tudor: 0%; BAZ2B block: 0%; Pol eta inh: -12%; PI4K2A inh: -8; Pin1 inh: 12%

Overlap with the part before: two compounds, then new ones.
Results for COc1ccc(NC(=O)c2cccc(-n3cnnn3)c2)cc1 ?
HP1b binding inh: 24%; G9a block: 12%; PGK inhibitor: -8%; GLS inhibitor: 0%; JMJD2A Tudor: -10%; BAZ2B block: -3%; Pol eta inh: -11%; PI4K2A inh: 7; Pin1 inh: 0%

How did N#CCn1c(Cc2ccccc2)nc2ccccc2c1=O do in these assays?
HP1b binding inh: 32%; G9a block: 29%[59 µM]; PGK inhibitor: -26%; GLS inhibitor: -10%; JMJD2A Tudor: 0%; BAZ2B block: 0%; Pol eta inh: -12%; PI4K2A inh: -8; Pin1 inh: 12%

Results for COC(=O)c1cccc(N(CC(=O)NC2CCCC2)C(=O)CNC(=O)c2cccs2)c1 ?
HP1b binding inh: 32%; G9a block: -5%; PGK inhibitor: 1%; GLS inhibitor: 1%; JMJD2A Tudor: 6%; BAZ2B block: 3%; Pol eta inh: -24%; PI4K2A inh: 4; Pin1 inh: 1%

What do the screens show for `COc1ccc(S(=O)(=O)N(C)C[C@H]2OCc3cnnn3CCCC(=O)N([C@@H](C)CO)C[C@H]2C)cc1`?
PGK inhibitor: -2%; GLS inhibitor: -18%; Pol eta inh: -14%; PI4K2A inh: 5

What do the screens show for `CC/C(=C\c1ccc(N(C)C)cc1)c1ccncc1`?
HP1b binding inh: inconclusive; PGK inhibitor: -7%; GLS inhibitor: 0%; JMJD2A Tudor: 22µM*; Pol eta inh: -8%; PI4K2A inh: 6; Pin1 inh: 1%

Results for Cc1cn(CC(=O)NCc2ccccn2)c(=O)[nH]c1=O ?
HP1b binding inh: 28%; PGK inhibitor: 10%; GLS inhibitor: 0%; JMJD2A Tudor: -5%; Pol eta inh: -14%; PI4K2A inh: -1; Pin1 inh: 1%

What do the screens show for `CCN(CC)C(=O)CSc1nc(O)c(Cc2ccccc2)c(=O)n1-c1ccccc1C`?
HP1b binding inh: 10%; PGK inhibitor: inactive; GLS inhibitor: 5%; JMJD2A Tudor: -16%; BAZ2B block: 5%; Pol eta inh: 0%; PI4K2A inh: 0; Pin1 inh: 4%

Results for Cc1cccc(NC(=O)CCCCC(=O)Nc2cccc(C)c2)c1 ?
HP1b binding inh: 0%; PGK inhibitor: -4%; GLS inhibitor: -1%; JMJD2A Tudor: -19%; Pol eta inh: -18%; PI4K2A inh: 3; Pin1 inh: -1%

Compound activity (PubChem)

Only part of the results is shown; count on the stated rates, not on these rows.
